# KB-3-1 cytotox: kills parental KB-3-1 adenocarcinoma cells. KB-3-1 viability, CellTiter-Glo ATP luminescence, 72 h. Potency, µM (titrated, usually from 46.1 µM), for the others: top-dose activity change, negative = cytotoxic, actives largely listed as cytotoxic. 400,000 compounds, 1.4% hits; further: potency means the concentration at half of the fitted maximal effect; on the % scale 0 is the no-effect control and ±100 the full control effect; nearly all actives have a fitted effect of over 60% in size
#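 Cytotoxicity in the drug-sensitive parental line KB-3-1 was scored as loss of CellTiter-Glo luminescence following 72 h incubation with compound. Values come from curve fitting of normalized concentration-response data.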
# MCF10A rereplic: inducers of DNA re-replication in MCF 10A breast cells; MCF 10A DNA re-replication, Hoechst nuclear intensity, 48 h; Potency, µM (highest dose often 46.1 µM), for inactives: top-dose activity, positive = re-replication, most hits filed as activators; 350,000 compounds, 2.9% hits; further: potency means the concentration at half of the fitted maximal effect; % of control where 0% means no effect; nearly all actives have a fitted effect of over 50% in size
# WRN inhibitor: blocks human WRN helicase | Q14191 | WRN helicase unwinding, fluorescent forked duplex, kinetic | Potency, µM (top dose mostly 114 µM), inactives show top-dose activity change, negative = inhibition, most hits filed as inhibitors | 360,000 compounds, 0.46% hits; further: potency means the concentration at half of the fitted maximal effect; on the % scale 0 is the no-effect control and ±100 the full control effect; nearly all actives have a fitted effect of over 55% in size
# Target sequence (Q14191 whole entry, looked up): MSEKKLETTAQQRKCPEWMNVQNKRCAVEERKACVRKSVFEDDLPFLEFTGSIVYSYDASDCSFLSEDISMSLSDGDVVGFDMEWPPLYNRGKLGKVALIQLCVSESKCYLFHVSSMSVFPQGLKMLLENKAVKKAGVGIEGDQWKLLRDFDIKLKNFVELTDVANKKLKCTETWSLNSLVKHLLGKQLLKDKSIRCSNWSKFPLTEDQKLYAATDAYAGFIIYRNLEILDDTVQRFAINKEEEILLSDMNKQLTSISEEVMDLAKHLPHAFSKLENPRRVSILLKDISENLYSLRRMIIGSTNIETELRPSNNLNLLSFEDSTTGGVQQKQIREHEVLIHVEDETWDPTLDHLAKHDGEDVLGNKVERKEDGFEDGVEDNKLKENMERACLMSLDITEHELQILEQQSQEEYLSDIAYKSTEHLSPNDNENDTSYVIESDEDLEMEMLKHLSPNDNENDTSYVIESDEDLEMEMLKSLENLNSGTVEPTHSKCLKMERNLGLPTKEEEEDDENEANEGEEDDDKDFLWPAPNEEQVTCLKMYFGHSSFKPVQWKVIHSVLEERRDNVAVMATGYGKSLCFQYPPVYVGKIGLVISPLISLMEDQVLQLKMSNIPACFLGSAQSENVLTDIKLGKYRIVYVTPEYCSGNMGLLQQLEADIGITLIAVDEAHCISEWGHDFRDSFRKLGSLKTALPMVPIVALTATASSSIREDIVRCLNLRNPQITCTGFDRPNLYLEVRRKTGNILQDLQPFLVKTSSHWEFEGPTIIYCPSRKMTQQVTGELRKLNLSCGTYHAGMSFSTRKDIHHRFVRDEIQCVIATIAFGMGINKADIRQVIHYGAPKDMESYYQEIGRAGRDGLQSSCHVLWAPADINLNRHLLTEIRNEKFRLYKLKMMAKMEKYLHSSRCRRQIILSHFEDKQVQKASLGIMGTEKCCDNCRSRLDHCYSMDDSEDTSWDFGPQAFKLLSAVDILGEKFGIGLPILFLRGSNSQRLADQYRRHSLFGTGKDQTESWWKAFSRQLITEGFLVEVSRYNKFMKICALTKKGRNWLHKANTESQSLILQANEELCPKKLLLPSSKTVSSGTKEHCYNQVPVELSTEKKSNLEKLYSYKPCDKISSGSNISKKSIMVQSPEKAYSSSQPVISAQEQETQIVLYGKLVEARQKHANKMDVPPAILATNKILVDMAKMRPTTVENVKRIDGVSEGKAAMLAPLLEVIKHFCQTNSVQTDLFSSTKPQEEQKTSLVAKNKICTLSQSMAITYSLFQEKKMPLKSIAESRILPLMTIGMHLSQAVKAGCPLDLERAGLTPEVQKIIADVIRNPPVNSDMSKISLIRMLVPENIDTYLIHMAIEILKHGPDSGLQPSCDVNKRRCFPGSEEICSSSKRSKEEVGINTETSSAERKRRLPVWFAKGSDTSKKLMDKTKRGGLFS
#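 Primary qHTS, 1536-well format. 20 nM WRN + compound, 15 min RT; start with 100 nM forked fluorophore/quencher duplex, 2 mM ATP (final); kinetic read ex 525/em 598 nm.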
# SW480 rerep: DNA re-replication induction in SW480 cells. SW480 DNA re-replication, Hoechst DNA content imaging, 48 h. Potency, µM (doses to about 46.1 µM), without a hit: top-dose re-replication activation, hits mostly activators. 340,000 compounds, 1.8% hits; further: potency means the concentration at half of the fitted maximal effect; % of control where 0% means no effect; nearly all actives have a fitted effect of over 55% in size
#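 Treated cells incubate 48 hr (37 C, 5% CO2), are stained 40 min with Hoechst, and nuclear fluorescence is enumerated; a rise in nuclei with high DNA signal marks re-replication.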
# ATXN2 expr inh: reduces ATXN2 reporter expression in HEK-293 cells; HEK-293 ATXN2-luciferase reporter, luminescence, 24 h; Potency, µM (top dose mostly 57 µM), for the others: top-dose activity change, negative = inhibition, usual class: inhibitors; 360,000 compounds, 0.72% hits; AID 1745845; further: potency means the concentration at half of the fitted maximal effect; on the % scale 0 is the no-effect control and ±100 the full control effect; nearly all actives have a fitted effect of over 55% in size
#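 ATXN2-luciferase reporter cells (luciferase flanked by upstream and downstream ATXN2 gene portions) were treated 24 h at 37 °C with compounds at up to 57 uM. SteadyGlo luminescence gave expression; GF-AFC fluorescence gave viability.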
# IL1B secr inh: inflammasome signaling inhibition, IL-1 beta readout; THP-1 LPS/ATP IL-1B secretion, AlphaLISA, 16 h; hits give low values; 360,000 compounds, 4.7% hits; activity change, % at 57.5 µM; in the data active means activity change below about -50%; inconclusive means mostly about -30% to -49%; further: on the % scale 0 is the no-effect control and ±100 the full control effect
#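 THP-1 cells pretreated 1 hr with compounds (up to 57.5 uM final), then stimulated with LPS (250 ng/mL final) plus ATP (1.25 mM final); secreted IL-1B measured by AlphaLISA after 16 hr, decreased signal indicating inhibition.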
# HT1080 IDH1KD tx: toxicity to HT-1080 IDH1 knockdown cells (counter line); HT-1080 IDH1 knockdown viability, ATP luminescence, 48 h; Potency, µM (doses to about 46.1 µM), without a hit: at the top dose activity, negative = toxicity, actives largely listed as cytotoxic; 360,000 compounds, 2% hits; AID 686971;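 further: potency means the concentration at half of the fitted maximal effect; 0% = DMSO wells and -100% = cell-free medium wells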
#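 Knockdown cells (IDH1KD HT-1080) received compounds 2 h after plating at 750 cells/well and were kept 48 h at 37 °C in 5% FBS RPMI. A CellTiter-Glo luminescence read gave % activity for curve fitting.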
# HT1080-NT tox: kills 2HG-producing HT-1080-NT fibrosarcoma cells. HT-1080-NT fibrosarcoma viability, CellTiter-Glo ATP luminescence, 48 h. Potency, µM (top dose mostly 46.1 µM), for inactives: at the highest dose activity, negative = less viability, usual class: cytotoxic. 360,000 compounds, 1.6% hits;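 further: NT is the 2HG producing partner of a matched IDH1 knockdown line; potency means the concentration at half of the fitted maximal effect; 0% = DMSO-treated cells and -100% = media-only wells without cells; nearly all actives have a fitted effect of over 55% in size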
#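 HT-1080-NT fibrosarcoma cells (2HG-overproducing), 750 cells/well in RPMI with 5% FBS, dosed after 2 h and incubated 48 h at 37C. CellTiter-Glo luminescence normalized to DMSO and no-cell wells; concentration-response curves fitted and classed.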
# KB-V1 MDR tox: KB-V1 MDR subline cytotoxicity; KB-V1 MDR cells viability, CellTiter-Glo, 72 h; Potency, µM (doses to about 46.1 µM), for the others: at the top dose activity change, negative = cytotoxicity, actives largely listed as cytotoxic; 400,000 compounds, 3.4% hits; AID 1347076; further: potency means the concentration at half of the fitted maximal effect; on the % scale 0 is the no-effect control and ±100 the full control effect; nearly all actives have a fitted effect of over 60% in size
#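 Cytotoxicity via CellTiter-Glo luminescence after 72 h compound exposure at 37 degrees C. Cells: drug-selected KB-V1 line, DMEM phenol-red free plus 10% FBS. Compounds tested at multiple concentrations; normalized data fitted to concentration-effect curves.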
# The depositor's hits bear a star; ? = inconclusive; nt = no result given; & = joins results of further samples; [ ] = dose if it differs, or a comment. Unless noted, the call rests on the fitted dose curve; in most records, active means well fitted curve in the direction sought with a large enough effect; inconclusive means small, poorly fitted or top-dose-only effect, or another doubt; inactive means no such curve, though single readings can be large; an effect the other way counts as inactive or inconclusive.
# Start of the listing, in advance:
# Order of values – SW480 rerep	IL1B secr inh	KB-3-1 cytotox	ATXN2 expr inh	HT1080 IDH1KD tx	KB-V1 MDR tox	WRN inhibitor	HT1080-NT tox	MCF10A rereplic
> CCOC(=O)N1CCN(C(=O)CN(C)S(=O)(=O)c2ccc(Cl)cc2)CC1
 : -5%	27	-2%	11%	11%	?	-4%	6%	-6%
> CCCCNc1c(-c2cc3ccccc3o2)nc2nc(C)cc(C)n12
 : nt	-10	?	0%	-5%	?	-1%	-8%	nt
> CCCn1c(C(C)Nc2nc(-c3ccc(Cl)c([N+](=O)[O-])c3)cs2)nc2cc(Cl)c(N3CCCCC3)cc21 (stereo not given)
 : 1%	0	?	5%	8%	4%	-8%	21%	-25%
> COc1ccc(OC)c(Nc2nc3nonc3nc2N2CCCCC2)c1
 : -167%	10	-8%	3%	22%	-25%	5%	9%	1%
> Cc1cc(Cl)ccc1OCC(=O)NNC(=O)c1cccnc1
 : -4%	22	0%	43%[activator]	1%	3%	-6%	16%	-4%
> CCCn1c(C)nc2c(c1=O)c1nc3ccccc3nc1n2CCC1=CCCCC1
 : 20%	?	-29%	-9%	10%	?	-10%	14%	?
> COc1ccc(CNC(=O)C(C)OC(=O)C23CC4CC(CC(O)(C4)C2)C3)cc1 (stereo not given)
 : -4%	22	5%	4%	16%	-1%	-5%	10%	0%

# This part in full, previewed entries included:
# Order of values – SW480 rerep	IL1B secr inh	KB-3-1 cytotox	ATXN2 expr inh	HT1080 IDH1KD tx	KB-V1 MDR tox	WRN inhibitor	HT1080-NT tox	MCF10A rereplic
> CCOC(=O)N1CCN(C(=O)CN(C)S(=O)(=O)c2ccc(Cl)cc2)CC1
 : -5%	27	-2%	11%	11%	?	-4%	6%	-6%
> CCCCNc1c(-c2cc3ccccc3o2)nc2nc(C)cc(C)n12
 : nt	-10	?	0%	-5%	?	-1%	-8%	nt
> CCCn1c(C(C)Nc2nc(-c3ccc(Cl)c([N+](=O)[O-])c3)cs2)nc2cc(Cl)c(N3CCCCC3)cc21 (stereo not given)
 : 1%	0	?	5%	8%	4%	-8%	21%	-25%
> COc1ccc(OC)c(Nc2nc3nonc3nc2N2CCCCC2)c1
 : -167%	10	-8%	3%	22%	-25%	5%	9%	1%
> Cc1cc(Cl)ccc1OCC(=O)NNC(=O)c1cccnc1
 : -4%	22	0%	43%[activator]	1%	3%	-6%	16%	-4%
> CCCn1c(C)nc2c(c1=O)c1nc3ccccc3nc1n2CCC1=CCCCC1
 : 20%	?	-29%	-9%	10%	?	-10%	14%	?
> COc1ccc(CNC(=O)C(C)OC(=O)C23CC4CC(CC(O)(C4)C2)C3)cc1 (stereo not given)
 : -4%	22	5%	4%	16%	-1%	-5%	10%	0%
> CCC(Sc1nc(-c2cccc(OC)c2)c(C#N)c(=O)[nH]1)C(=O)Nc1nnc(C(C)C)s1 (stereo not given)
 : ?	-17	-12%	-11%	-2%	7%	-6%	-6%	-3%
> CCc1nn(CC(=O)N2CCN(c3cc(C)ccc3C)CC2)c(=O)c2cc3occc3n12
 : 7%	19	0%&-13%	7%&4%	16%	?	-5%	13%	10%
> CN(C)/C(Cn1cncn1)=C1/N=C(c2c(F)cccc2F)OC1=O
 : ?	-13	3%	nt	-2%	23%	7%	3%	-3%
> COc1ccccc1/C=C/C=N/NC(=O)CCn1cnc2ccccc21
 : 21µM*	-7	-23%	-21%	15µM*	-1%	-8%	10µM*	?
> Cn1c(=O)c(=O)n(C)c2cc(S(=O)(=O)CCC(=O)N3CCCCC3)ccc21
 : -3%	-4	-3%	-13%	-1%	-10%	1%	-4%	3%
> Cc1[nH]nc(Nc2ccccc2)c1[N+](=O)[O-]
 : -10%	-18	0%	29%	-15%	-7%	-7%	0%	-3%
> COc1ccccc1CN(Cc1cc2cc3c(cc2[nH]c1=O)OCCO3)Cc1nnnn1Cc1ccco1
 : 4%	20	2%	6%	2%	-1%	-7%	-12%	7%
> CCNC(=O)C1(C)CCCN(Cc2ccc(-c3ccccc3)o2)C1 (stereo not given)
 : nt	-25	0%	-27%	-11%	1%	1%	8%	nt
> c1ccc2c(c1)CC(CN1CCNCC1)O2 (stereo not given)
 : -2%	-11	-4%	-19%	-6%	-26%	5%	-2%	-11%
> Cc1cc(C(=O)NC2CCCc3c2cnn3-c2cccc(C)c2C)n(C)n1 (stereo not given)
 : 3%	14	-49%	-27%	?	?	5%	?	-21%
> COCCn1nnnc1CN1CCOCC1
 : -9%	23	-2%	-14%	0%	3%	4%	1%	-3%
> Cc1ccsc1C(=O)OCC(=O)NCc1ccc2c(c1)OCO2
 : 0%	15	-2%	43%[activator]	5%	3%	0%	-1%	27%
> CC1CN(C(=O)CCC(=O)N2CCN(c3ccccn3)CC2)c2ccccc2O1 (stereo not given)
 : 1%	5	12%	-4%	5%	0%	1%	-4%	3%
> CC1CCc2sc(C(=O)NCc3ccccn3)cc2C1 (stereo not given)
 : 15%	-14	-7%	47%[activator]	0%	-6%	-2%	-5%	18%
> C/C(CC(=O)Nc1c(C)cc(C)cc1C)=N\NC(=O)Cc1ccccc1
 : -5%	3	2%	-7%	18%	-19%	13%	-3%	-1%
> O=C(CCN1C(=O)c2cccc3cccc(c23)C1=O)Nc1ccon1
 : ?	5	2%	6%	2%	2%	-1%	5%	19%
> O=C(CCC1CCCN(C(=O)c2ccc3[nH]ccc3c2)C1)N1CCN(c2ccccn2)CC1 (stereo not given)
 : 0%	?	-17%	-29%	-14%	13%	-2%	-18%	11%
> CC(C)n1c(-c2ccncc2)n[nH]c1=S
 : -29%	12	3%	-37%	3%	21%	1%	-3%	?
> COc1ccc(-c2csc(NC(=O)c3cccc(N4C(=O)CCC4=O)c3)n2)cc1C
 : 0%	0	-2%	0%	-15%	-1%	-32%	-4%	-3%
> CC(=O)NCCNc1nc(NC(C)C)nc2cc(-c3ccccc3)sc12
 : nt	nt	0%	-21%	-25%	1%	-1%	-22%	nt
> CC(C)/C(C=O)=C(/NC1CCCCC1)c1ccccc1
 : 3%	?	4%	-6%	-20%	-6%	0%	-12%	2%
> CCCc1c(-c2cccc(Cl)c2)ncn1Cc1cccc(-c2ccccc2)c1
 : nt	-6	?	nt	23µM*	21µM*	-7%	?	nt
> COCCCn1c(=O)/c(=C\c2ccc(OC(F)F)c(OC)c2)s/c1=C(/C#N)C(=O)NCCOC
 : ?	31	2%	-3%	5%	-4%	-16%	20%	?
> O=C(NCc1ccc(-c2csnn2)cc1)C1CC1
 : 0%	-16	-4%	12%	0%	1%	4%	1%	0%
> O=C(NCCCN=C1NS(=O)(=O)c2ccccc21)c1ccncc1
 : -9%	7	4%	1%	9%	17%	-6%	2%	2%
> CCN(CC(=O)Nc1ccc2c(c1)OCCO2)CC(=O)Nc1ccc2c(c1)OCO2
 : 1%	0	-2%	nt	3%	-1%	8%	-1%	-9%
> O=C(NCc1csc(-c2cccs2)n1)c1ccccc1
 : -5%	-1	-14%	nt	0%	?	-4%	-1%	9%
> Cc1c(CCOC(=O)C23CC4CC(CC(C)(C4)C2)C3)sc[n+]1CC(=O)c1ccccc1
 : -22%	?	?	-24%	?	0%	-10%	?	?
> COc1ccc(N(CC(=O)Nc2ccc(OC)c(OC)c2)S(=O)(=O)c2ccccc2)cc1Cl
 : -14%	37	5%	-33%	-1%	-8%	-5%	-5%	?
> C=C1C[C@H](O[C@@H]2O[C@H](CO)[C@@H](O)[C@H](O)[C@H]2O)[C@@H]2[C@H](OC(=O)[C@H]2C)[C@H]2[C@H](C)[C@@H](O)C[C@@H]12
 : -11%	16	0%	1%	13%	-14%	4%	19%	-31%[inhibitor]
> O=C(NCC(c1ccco1)N1CCc2ccccc21)C(=O)Nc1ccc(F)cc1F (stereo not given)
 : ?	1	4.6µM*	-14%	?	4.1µM*	6%	?	4.1µM*
> COc1ccc(CCNc2nc(-c3ccc(F)cc3)c(CC(=O)O)s2)cc1OC
 : 3%	4	11%	3%	1%	15%	?	-3%	9%
> COc1ccc(NC(=S)NC(=O)c2cccnc2)cc1
 : 4%	25	1%	0%	-3%	?	15%	2%	-1%
> O=C(CCCSc1ccc(Cl)cc1)Nc1ccccc1O
 : -2%	-4	11%	-12%	-7%	-19%	-4%	-20%	?
> CC1(C)CC(=O)C(C=Nc2ccc(N)cc2)=C(O)C1
 : ?	-25	-10%	-10%	-4%	0%	2%	0%	0.65µM*
> CN(N)c1nc(C(F)(F)F)nc2ccccc12
 : -3%	-5	1%	12%	1%	22%	6%	8%	-6%
> CC(NC(=O)COc1cccc(Br)c1)C(=O)O (stereo not given)
 : -9%	34	3%	-5%	-4%	-1%	4%	0%	-7%
> CCc1cccc(CC)c1NC(=S)Nc1ccccc1
 : -9%	-6	9%	-16%	11%	8%	-6%	-1%	-5%
> Cc1c(NC(=O)c2ccc(-c3ccc([N+](=O)[O-])cc3Cl)o2)c(=O)n(-c2ccccc2)n1C
 : -19%	-6	-15%	-15%	-17%	0%	-3%	-9%	1%

# Screening data deposited in PubChem by National Center for Advancing Translational Sciences (NCATS).
